BRCA1 expr act – activators of BRCA1 expression | MCF7-BRCA1-FFLuc reporter, luminescence, 48 h; response scale: scaled: vehicle 0%, 10 µM genistein 100% | Potency, µM (top dose mostly 46.1 µM), inactives show at the top dose activation, actives largely listed as activators | 380,000 tested, 1.1% active; also: potency is read from the fitted curve at half-maximal effect; nearly all actives have a fitted effect of over 80% in size; some results filed as inactive show a strong effect at the top dose
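Reporter cells (MCF7, BRCA1 promoter-firefly luciferase) received library compounds across a concentration series for 48 h. End-point luminescence was measured and concentration-effect curves derived after normalization.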
a7 integrin act – activates integrin-mediated alleviation for muscular dystrophy; alpha7betagal myoblasts, beta-gal FDG fluorescence, 48 h; Potency, µM (doses to about 38.3 µM), without a hit: top-dose activation, most hits filed as activators; 350,000 tested, 0.064% active;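 also: potency is read from the fitted curve at half-maximal effect; 100% = response of the positive control SU9516; nearly all actives have a fitted effect of over 60% in size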
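Alpha7betagal+/- myoblasts (passage 13) were plated 16-24 hr, then exposed to compounds (1:260 dilution of DMSO stock) for 48 hours at 37C. After MPER lysis, β-galactosidase reporter activity was read as FDG fluorescence (ex 480/em 540) after 30 minutes.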
p53 reactivation – restores transcriptional activity of mutant p53. H1299 p53-A138V BP100-luciferase reporter, luminescence, 24 h. Potency, µM (series often up to 92.2 µM), for inactives: top-dose activity change, positive = activation, most hits filed as activators. 320,000 tested, 0.063% active; also: potency is read from the fitted curve at half-maximal effect; % of control where 0% means no effect; nearly all actives have a fitted effect of over 45% in size
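H1299 (p53-null), stable ts p53-A138V + BP100-Luc; 1000 cells/well, Opti-MEM/10% FBS; cpd 4 pt, 1:5; 24 h, 37 deg C, 5% CO2; detection reagent 10 min RT; luminescence.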
S-ASM inh – blocks human secretory acid sphingomyelinase; 340,000 tested, 0.006% active; P17405; placental ASM, HMU-PC fluorogenic substrate, 60 min; Potency, µM (top dose mostly 57.5 µM), without a hit: at the highest dose activity change, negative = inhibition, usual class: inhibitors; also: potency is read from the fitted curve at half-maximal effect
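Fluorogenic HMU-PC substrate (9 uM final) is turned over by placental ASM in 60 min at 37 C after a 10 min compound preincubation. Reaction ended by alkaline stop (pH 10), with fluorescence read at 386/447 nm.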
uPA surface inh – cell surface uPA generation inhibition; cell surface uPA generation assay, qHTS; Potency, µM (titrated, usually from 38.3 µM), for inactives: at the highest dose activity change, negative = inhibition, actives largely listed as inhibitors; 330,000 tested, 0.31% active; AID 540303; active = well fitted inhibition curve with a large enough effect; inconclusive = small, poorly fitted or top-dose-only effect; inactive = no such curve, though single readings can be large or run the other way; tested in mouse RAW 264.7 cells; also: potency is read from the fitted curve at half-maximal effect; % is scaled to controls: 0 for no effect and ±100 for the full control effect; nearly all actives have a fitted effect of over 55% in size
Eya2 phos inh – blocks the phosphatase activity of human Eya2; O00167; recombinant Eya2, OMFP fluorescence dephosphorylation (OMFP is methylfluorescein phosphate); Potency, µM (highest dose often 76.9 µM), inactives show at the highest dose activity, negative = inhibition, usual class: inhibitors; 330,000 tested, 0.006% active; AID 488837; also: potency is read from the fitted curve at half-maximal effect; % is scaled to controls: 0 for no effect and ±100 for the full control effect
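Eya2 protein (added as 0.2 uM solution) was preincubated with compound for 10 min at ambient temperature in 50 mM HEPES pH 7.5, 50 mM NaCl, 5 uM MgCl2, 0.05% BSA, 1 mM DTT. OMFP (added at 50 uM) then reacted 10 min; fluorescence read at 485/525 nm.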
B2AR arrestin – agonists driving beta-arrestin recruitment to human beta2-adrenergic receptor; 330,000 tested, 0.02% active; beta-arrestin recruitment to beta2AR, cell-based reporter; Potency, µM (highest dose often 46.1 µM), for inactives: at the top dose activation, most hits filed as activators; AID 492947;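 also: potency is read from the fitted curve at half-maximal effect; 0% = DMSO controls and full agonism = EC100 isoproterenol or metaproterenol; nearly all actives have a fitted effect of over 65% in size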
TRPV1 ag – human TRPV1 agonism; Q8NER1; TRPV1-expressing cells, Fluo-8 calcium influx, agonist mode; activation, % at 8.33 µM; 320,000 tested, 0.19% active; in the data active = activation above about 80%; inconclusive = between about 30% and that limit; also: 0% is about no effect
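Fluo-8 calcium influx in TRPV1-expressing cells, kinetic read (ex 480/em 520 nm). Compound added and read 3 min for agonist activity, followed by capsaicin at EC20 final and 2 min further read for enhancement.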
ELG1 genotox – inducers of genotoxicity in HEK293T ELG1-luciferase cells. HEK293T ELG1-luciferase reporter, luminescence, 16 h. Potency, µM (doses to about 46 µM), for the others: at the highest dose activity change, positive = activation, usual class: activators. 330,000 tested, 1.3% active. AID 504466; also: potency is read from the fitted curve at half-maximal effect; % of control where 0% means no effect; nearly all actives have a fitted effect of over 60% in size
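After overnight (16 hr) compound treatment at 37 °C, ELG1-luciferase HEK293T cells were lysed with ONE-Glo; luminescence quantified 30 min later at room temperature.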
TSG101-PTAP inh – blocks PTAP/TSG101 interaction to inhibit HIV-1 budding | 340,000 tested, under 10 active | Q99816 | Fluorescence polarization, FITC-PTAP peptide / Tsg101 binding | Potency, µM (top dose mostly 115 µM), for inactives: top-dose activity change, negative = inhibition, actives largely listed as inhibitors; active = well fitted inhibition curve with a large enough effect in the main read-out, with a control signal flat, not every such curve was filed as active; inconclusive = small, poorly fitted or top-dose-only effect, or effect the other way, or a change in a side signal; inactive = no such curve, though single readings can be large or run the other way; also: potency is read from the fitted curve at half-maximal effect; % of control where 0% means no effect
Target sequence (Q99816 whole entry, looked up): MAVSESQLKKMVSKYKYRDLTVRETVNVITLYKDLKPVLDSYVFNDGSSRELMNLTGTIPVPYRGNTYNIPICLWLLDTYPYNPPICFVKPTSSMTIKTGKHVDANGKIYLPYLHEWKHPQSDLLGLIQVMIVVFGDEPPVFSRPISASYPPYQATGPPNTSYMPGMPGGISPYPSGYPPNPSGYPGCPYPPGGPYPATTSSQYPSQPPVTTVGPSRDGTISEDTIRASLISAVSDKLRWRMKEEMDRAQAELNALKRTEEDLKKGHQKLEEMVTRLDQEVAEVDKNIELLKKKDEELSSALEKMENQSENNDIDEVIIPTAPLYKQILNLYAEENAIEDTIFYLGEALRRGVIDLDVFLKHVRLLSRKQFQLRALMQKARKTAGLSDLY
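Steps: Tsg101 binding domain dispensed (10 uM final), compounds pinned in DMSO, FITC-labeled PTAP-motif peptide added (50 nM final); after 20 min binding at room temperature, polarization measured.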
USP2a inh – inhibitors of human ubiquitin-specific protease USP2a; AID 463254; Potency, µM (top dose mostly 38.3 µM), for the others: at the highest dose activity change, negative = inhibition, actives largely listed as inhibitors; USP2 core, Ub-CHOP2 coupled fluorogenic reporter, 485/531; 330,000 tested, 0.01% active;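 also: potency is read from the fitted curve at half-maximal effect; plate controls were DMSO wells for no effect and full inhibition by NEM control for full effect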
Target sequence (O75604 whole entry, looked up): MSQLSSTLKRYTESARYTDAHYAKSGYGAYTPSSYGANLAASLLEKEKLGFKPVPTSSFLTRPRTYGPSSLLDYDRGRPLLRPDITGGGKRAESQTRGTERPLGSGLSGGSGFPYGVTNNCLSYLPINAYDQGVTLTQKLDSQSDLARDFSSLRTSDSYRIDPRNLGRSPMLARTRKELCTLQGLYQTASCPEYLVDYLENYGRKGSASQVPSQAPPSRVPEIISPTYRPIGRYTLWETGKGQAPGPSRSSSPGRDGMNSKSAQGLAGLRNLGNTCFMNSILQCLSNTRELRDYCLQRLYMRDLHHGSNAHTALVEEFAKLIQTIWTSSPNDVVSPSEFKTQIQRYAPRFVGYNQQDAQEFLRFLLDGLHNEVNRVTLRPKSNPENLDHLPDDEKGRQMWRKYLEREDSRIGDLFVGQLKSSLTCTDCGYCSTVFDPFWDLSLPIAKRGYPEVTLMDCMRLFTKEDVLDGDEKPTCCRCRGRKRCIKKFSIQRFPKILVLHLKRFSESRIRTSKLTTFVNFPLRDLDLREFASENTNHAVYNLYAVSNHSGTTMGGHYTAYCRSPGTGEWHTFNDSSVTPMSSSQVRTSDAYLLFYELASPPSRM
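Deubiquitinase activity read as fluorescence (485/531 nm) after Ub-CHOP2 cleavage activates the enterokinase reporter on its substrate; USP2 core 10nM, Ub-CHOP2 and substrate 25nM each, 30min compound preincubation then 60min RT; data normalized to NEM, curves fitted.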
The depositor's hits bear a star; ? = inconclusive; / = no result given; [ ] = dose if it differs, or a comment. Unless noted, calls follow the shape of the dose curve; as a rule, active = well fitted curve in the direction sought with a large enough effect; inconclusive = small, poorly fitted or top-dose-only effect, or another doubt; inactive = no such curve, though single readings can be large; an effect the other way counts as inactive or inconclusive.

canonical_smiles,BRCA1 expr act,a7 integrin act,p53 reactivation,S-ASM inh,uPA surface inh,Eya2 phos inh,B2AR arrestin,TRPV1 ag,ELG1 genotox,TSG101-PTAP inh,USP2a inh
COC(=O)c1ccc(NC(=O)CSc2nnc(C)n2-c2ccccc2)cc1,1%,0%,/,-2%,/,/,/,2,/,-5%,/
COc1ccccc1CCNC(=O)Cc1cccs1,10%,23%,0%,0%,-3%,6%,3.3%,?,4%,-2%,1%
Cc1ccc(C)c(N2N=C(C(=O)O)CCC2=O)c1,45%,-22%,0%,-3%,2%,1%,0.5%,1,0%,-5%,8%
COc1ccc(NS(=O)(=O)c2ccc(N3CCCCC3)c(NC(=O)C(C)NC(N)=O)c2)cc1 (stereo not drawn),-15%,12%,7%,1%,-1%,-12%,-0.5%,/,-1%,-2%,-1%
N#CCC(=O)Nc1ccc(C(=O)OCC(=O)N(Cc2ccccc2)C2CCS(=O)(=O)C2)cc1 (stereo not drawn),-2%,14%,-1%,-2%,4%,-3%,0.0%,-1,0%,-1%,3%
CC(Oc1cc2oc(=O)c3c(c2cc1Cl)CCC3)C(=O)NCCN1CCOCC1 (stereo not drawn),15%,-30%,-5%,13%,-6%,16%,-1.1%,0,3%,4%,4%
O=C(c1ccco1)N1CCN(C(=O)c2cc(-c3ccc(F)cc3)no2)CC1,5%,21%,-1%,2%,2%,-1%,-0.3%,-1,0%,-2%,-1%
Cc1ccc(-c2nn(Cc3ccccc3)cc2/C=C/C(=O)O)cc1C,-15%,1%,-2%,-2%,-5%,-1%,0.1%,0,2%,-4%,-1%
COc1ccc(C(C)=O)cc1CN1C(=O)NC2(CCCCCC2)C1=O,-1%[1.84 µM],8%,2%,-1%,-1%,-23%,-0.3%,1,2%,0%,1%
CN(N)c1nc(-c2ccccc2)nnc1C(F)(F)F,-10%,2%,14%,-3%,-1%,7%,-0.6%,-3,1%,0%,1%
COc1ccc(C2C(C(=O)Nc3cc(OC)c(OC)c(OC)c3)c3ccccc3C(=O)N2C)cc1OC (stereo not drawn),-27%,-8%,-2%,1%,-1%,10%,0.4%,-5,3%,1%,4%
CCOC(=O)N1CCN(c2c(Nc3cc(C)[nH]n3)c(=O)c2=O)CC1,64%,14%,-4%,-13%,0%,-9%,-0.5%,1,2%,-5%,-1%
CN(c1ccc(OCC(=O)Nc2ccccc2C(=O)O)cc1)S(=O)(=O)c1ccc(Cl)cc1,17%,-11%,10%,10%,-27%,-22%,-0.6%,/,-5%,-1%,-5%
COc1ccc(-c2[nH]ncc2/C=N/NC(=O)c2ccncc2)c(OC)c1,32%,18%,-5%,/,-1%,2%,0.0%,-9,-1%,-2%,0%
O=C(CC1SC(N2CCCCC2)=NC1=O)Nc1cccc(C(F)(F)F)c1 (stereo not drawn),-28%,-42%,0%,-5%,-3%,14%,-0.5%,0,-3%,-5%,-1%
O=C(COC(=O)/C=C/c1ccc(Br)o1)Nc1ccc2[nH]c(=O)[nH]c2c1,/,/,-1%,/,/,5%,0.0%,-1,2%,/,-2%
O=C(N/N=C/c1ccc(Br)cc1)c1ccc(F)cc1,-17%,0%,?,2%,1%,4%,-1.2%,?,?,0%,5%
Cc1cccc(C2=NN(c3ccccc3)[C@@H](C(=O)N3CCOC3=O)[C@@H]2c2ccc(Cl)cc2)c1,11%,16%,8%,250%[activator],11%,-2%,-0.1%,/,-1%,-2%,-8%
CCCCN(C(=O)c1cccc(-c2ccc(OC(C)=O)cc2)c1)c1c(N)n(CCC)c(=O)[nH]c1=O,9%,31%,5%,-2%,15%,11%,0.4%,/,-2%,-1%,5%
Cc1ccc(C2=[N+]([O-])C(C)(C)CC2)cc1,0%,17%,1%,1%,5%,6%,-0.6%,0,4%,0%,6%
O=C1CCCC(=O)N1c1ccc(NCCOCCO)c([N+](=O)[O-])c1,17%,4%,-4%,-8%,0%,8%,0.2%,0,-4%,1%,3%
CCn1c(SCC(=O)N2CCN(c3ccc(F)cc3)CC2)nnc1-c1ccncc1,-29%,16%,11%,3%,-8%,1%,0.0%,-3,-5%,/,-1%
CCOc1ccc(/C=N/NC(=O)Cc2cccs2)cc1,?,10%,24%,4%,12%,-1%,-0.9%,1,?,0%,-1%
CCOC(=O)C(=O)NNc1ccc(Cl)cc1,-7%,-5%,-1%,0%,6%,1%,0.1%,4,-4%,-6%,0%
CCN1C(=O)N[C@@H](c2cccc(C(F)(F)F)c2)C(C(C)=O)=C1C,-1%,12%,/,0%,5%,/,/,/,/,-7%,/
COc1cc(OC)cc(-c2nc(-c3ccc(Br)cc3)no2)c1,-1%,-8%,6%,-1%,11%,7%,-0.2%,-1,5%,-8%,5%
COC(=O)c1ccc(CN2CCC(Oc3cccc(C(=O)N4CCCC4)c3)CC2)cc1,-36%,-11%,/,3%,3%,/,/,/,/,0%,/
Cc1nc(CSc2ccc(Br)cc2)cs1,75%,9%,11%,9%,-6%,-4%,-0.2%,4,12%,-4%,3%
COc1ccc(S(=O)(=O)N2CCC(C(=O)N3CCCC3)CC2)cc1C,-23%,-8%,5%,-1%,-3%,15%,0.4%,2,0%,-2%,-1%
C=CCc1cc(CN2CC(C)OC(C)C2)c(O)c(OC)c1 (stereo not drawn),-16%,-10%,/,-3%,1%,/,/,/,/,-3%,/
N#CC1=C(SCC(=O)c2ccc(Cl)cc2)NC2=C(C(=O)CCC2)C1c1ccco1 (stereo not drawn),-69%,-27%,0%,5%,-11%,-11%,5.3%,4,-3%,-6%,1%
CCOC(=O)C(NC(=O)Nc1ncccn1)(Oc1ccccc1)C(F)(F)F (stereo not drawn),57%,23%,2%,1%,3%,1%,-0.6%,-3,2%,-2%,1%
C=CCN1C(=O)c2ccc(C(=O)N3CCN(S(=O)(=O)c4cccc(Cl)c4)CC3)cc2C1=O,-3%,5%,-6%,1%,0%,-1%,-1.1%,0,-1%,-8%,3%
COCCn1c(C)cc(C(=O)CSc2nc3ccccc3s2)c1C,-32%,-46%[inhibitor],/,-6%,-2%,-5%,-1.4%,14,?,-1%,1%
COc1ccc(CNC(=S)Nc2ccccc2F)cc1,17%,26%,?,5%,0%,9%,-0.8%,-1,-1%,-1%,2%
CCOc1ccc(S(=O)(=O)N(C)CC(=O)N2CCN(CC)CC2)cc1,-14%,0%,5%,2%,5%,-17%,-0.4%,-5,-5%,-6%,4%
CCOC(=O)NN1C(=O)c2ccccc2NC1c1ccccc1 (stereo not drawn),-3%,-18%,-7%,231%[activator],-1%,2%,-0.2%,-1,2%,-2%,0%
O=C(O)c1cc(S(=O)(=O)Nc2cccc(S(=O)(=O)N3CCCC3)c2)ccc1Cl,10%,1%,6%,/,7%,19%,-0.3%,-4,1%,0%,0%
CCNC(=O)C1Cc2cc(S(=O)(=O)N3CCCC3)ccc2N1C(C)=O (stereo not drawn),-7%,-1%,5%,-1%,5%,2%,-0.1%,2,-1%[9.26 µM],-2%,5%
CC(C)c1nc(SCC(=O)Nc2cccc(C(F)(F)F)c2)c2c(=O)n(C)c(=O)n(C)c2n1,-23%,6%,-5%,-8%,5%,0%,-0.1%,3,-1%,2%,0%
O=C(CSc1c[nH]c2ccccc12)NCC1CCCO1 (stereo not drawn),12%,-21%,8%,4%,9%,-4%,-0.2%,-5,-23%,-2%,0%
COc1ccc(-c2nnc3n(CCc4ccccc4)c(=O)c4ccccc4n23)c(OC)c1,-43%,-25%,15%,0%,-1%,-3%,0.0%,-1,-8%,-2%,2%
CC1(C)CC(=O)C2=C(C1)OC(c1ccc(O)cc1)C(C#N)=C2N (stereo not drawn),-22%,-14%,8%,1%,0%,0%,-2.5%,-5,-4%,0%,3%
O=C(COc1ccc(Cl)cc1)Nc1cccc(S(=O)(=O)NC2=NCCCCC2)c1,15%,-2%,5%,-5%,-1%,8%,-0.2%,6,16%,1%,2%
